# TLR9-MyD88 inh: TLR9-MyD88 interaction inhibition; actives 0.21% (n = 340,000); Q9NR96+Q99836; CHO BLA complementation TLR9-MyD88, CCF4 FRET ratio; inhibition, % at 4.98 µM;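 active = inhibition above the mean over all tested compounds plus 3 SD, cut at about 21% in these data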;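 note: 0% = DMSO only wells and 100% = clavulanate BLA inhibitor control wells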
# NR5A2 inv ag: inverse agonists of human LRH-1 (NR5A2) | O00482 | HEK293T StAR-luciferase reporter, LRH-1 transfected, 24 h | inhibition, % at 3.6 µM | actives 0.13% (n = 360,000);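 active = inhibition above the mean inhibition of all tested compounds plus 3 SD, cut at about 73% in these data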;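 note: 0% = DMSO wells and 100% = reporter-only cells lacking LRH-1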
# Target sequence (O00482 whole entry, looked up): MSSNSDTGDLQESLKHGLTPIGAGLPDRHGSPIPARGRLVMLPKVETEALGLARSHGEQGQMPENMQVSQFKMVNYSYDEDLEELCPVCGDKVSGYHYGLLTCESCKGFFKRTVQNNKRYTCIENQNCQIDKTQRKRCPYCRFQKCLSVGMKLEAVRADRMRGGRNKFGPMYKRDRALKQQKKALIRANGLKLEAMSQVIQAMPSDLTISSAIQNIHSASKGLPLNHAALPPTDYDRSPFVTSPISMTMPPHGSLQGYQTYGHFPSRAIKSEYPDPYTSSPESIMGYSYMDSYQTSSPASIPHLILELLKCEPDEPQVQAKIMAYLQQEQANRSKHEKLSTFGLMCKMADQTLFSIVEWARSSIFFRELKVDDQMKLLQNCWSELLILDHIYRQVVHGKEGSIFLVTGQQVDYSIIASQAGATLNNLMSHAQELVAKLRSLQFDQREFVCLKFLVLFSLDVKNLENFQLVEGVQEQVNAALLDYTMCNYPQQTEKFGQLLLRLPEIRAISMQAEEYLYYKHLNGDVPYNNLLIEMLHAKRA
# NCOA2 inhibitor: inhibits human steroid receptor coactivator 2; Q15596; HEK293 GAL4-SRC2 luciferase reporter, luminescence; inhibition, % at 9 µM; actives 0.17% (n = 370,000); AID 651957;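 active = inhibition above the mean inhibition of all tested compounds plus 3 SD, set per campaign, cut at about 52% in these data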;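 note: 0% = DMSO treated cells and 100% = cells given Gossypol at 36 µM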
# SRC3 inh: inhibits human SRC3 coactivator; actives 0.17% (n = 360,000); Q9Y6Q9; HEK293 GAL4-SRC3 luciferase reporter, luminescence; inhibition, % at 3.6 µM;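 active = inhibition above a per-campaign cutoff, the mean of all compounds plus 3 SD, cut at about 60% in these data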;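 note: 0% = DMSO-treated cells and 100% = gossypol-treated cells at 36 µM; higher means less SRC3-driven luciferase light from the GAL4 reporter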
# NCOA1 inh: inhibits human SRC1 coactivator. HEK293 GAL4-SRC1 luciferase reporter, luminescence. inhibition, % at 3.6 µM. actives 0.12% (n = 360,000);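 active = inhibition above the campaign mean plus 3 SD, with each screening campaign given its own cutoff, cut at about 60% in these data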;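 note: 0% = DMSO treated cells and 100% = gossypol at 36 µM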
# NR2F2 inh: blocks human COUP-TFII nuclear receptor; P24468; HEK293T NGFI-A luciferase reporter, luminescence; inhibition, % at 8.6 µM; actives 0.7% (n = 370,000); AID 686940;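 active = inhibition above a per-plate cutoff, mean inhibition of test wells between control levels plus 3 SD, cut at about 38% in these data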;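 note: cells cotransfected with COUP-TFII expression vector driving the NGFI-A reporter; 0% = median of COUP-TF2 test wells and 100% = reporter-only cells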
# Target sequence (P24468 whole entry, looked up): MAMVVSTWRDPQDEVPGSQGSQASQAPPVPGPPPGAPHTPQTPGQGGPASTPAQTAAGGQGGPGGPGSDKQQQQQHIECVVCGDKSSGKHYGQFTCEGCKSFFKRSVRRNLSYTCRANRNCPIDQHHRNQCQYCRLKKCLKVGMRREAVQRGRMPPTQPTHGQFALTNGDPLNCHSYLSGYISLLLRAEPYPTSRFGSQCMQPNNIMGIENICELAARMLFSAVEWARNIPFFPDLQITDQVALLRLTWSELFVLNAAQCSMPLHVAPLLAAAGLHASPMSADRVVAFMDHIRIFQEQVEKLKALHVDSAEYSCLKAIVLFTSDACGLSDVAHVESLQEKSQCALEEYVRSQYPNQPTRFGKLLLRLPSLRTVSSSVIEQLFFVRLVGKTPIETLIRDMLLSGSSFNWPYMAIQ
# TWEAK Fn14 block: inhibitors of TWEAK-Fn14 interaction signaling. TWEAK-stimulated Fn14 reporter cells, luciferase luminescence, 8 h. inhibition, % at 10 µM. actives 2% (n = 360,000). AID 1159606; in the data active = inhibition above about 50%
# NOD2-RIPK2 inh: blocks binding of human NOD2 to RIPK2. actives 0.38% (n = 360,000). CHO BLA complementation NOD2-RIPK2, CCF4 ratio. AID 624267. inhibition, % at 4.98 µM. O43353; in the data active = inhibition above about 21%;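 note: 0% = vehicle only and 100% = reference blocker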
# ABHD5 PLIN5 PPI: inhibitors of human ABHD5-perilipin-5 interaction; Q00G26+Q8WTS1; Split G. princeps luciferase complementation, luminescence, 4 h; inhibition, % at 4 µM; actives 0.78% (n = 360,000); AID 602281;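 active = inhibition above the mean inhibition across every tested compound plus 3 SD, cut at about 22% in these data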;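 note: 0% = DMSO only wells and the 100% control is not disclosed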
# TROY NFkB inh: inhibitors of TROY-dependent NF-kB signaling; AID 1347056; inhibition, % at 10 µM; actives 0.98% (n = 360,000); Q293 LMP1-TROYcd NF-kB luciferase reporter, 4 h;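 active = compounds whose plate-normalised and pattern-corrected inhibition of the luciferase reporter signal at the single screening dose is 50% or more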
# Granule exo inh: lytic granule exocytosis inhibition | TALL-104 LAMP-1 surface exposure, flow cytometry; cells stimulated with thapsigargin and PMA | inhibition, % at 10 µM | actives 0.66% (n = 360,000) | AID 651702;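 active = inhibition above about 55%, limit read from the data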
# Numbers without * were called inactive; / = not tested or not shown. A portion of the library; the hit share may differ from the screen's.
SMILES,TLR9-MyD88 inh,NR5A2 inv ag,NCOA2 inhibitor,SRC3 inh,NCOA1 inh,NR2F2 inh,TWEAK Fn14 block,NOD2-RIPK2 inh,ABHD5 PLIN5 PPI,TROY NFkB inh,Granule exo inh
CCc1nc(C)c(-c2ccccc2)c(=O)[nH]1,-4,-5,9,-11,-7,-4,-1,-7,6,6,1
O=C(OCCO)c1c(-c2ccccc2)oc2c1C(OCCO)CCC2 (stereo unspecified),/,5,-4,/,/,19,9,-21,0,-3,8
O=C(/C=C/c1ccc(Cl)c(Cl)c1)NC1=NCCS1,1,-63,-38,-25,-70,-48,-40,10,4,-30,2
O=C(NNC(=O)C1CCN(S(=O)(=O)c2ccc(Cl)cc2)CC1)c1ccc(S(=O)(=O)N2CCCCC2)cc1,13,-6,-3,2,-2,18,17,0,0,21,-2
Cc1nnc(N2CCN(c3ccccc3)CC2)[nH]c1=O,-16,8,-8,3,-9,9,-2,4,-3,16,1
CC(C)N1CCC(=NNC(=O)c2ccc(Br)o2)CC1,8,-67,-61,-39,-77,-31,-8,2,-5,-25,-1
Oc1[nH]c2ccccc2c1N=Nc1nc(Nc2ccccc2)nc(N2CCOCC2)n1,1,-1,-14,18,3,-14,32,1,7,17,3
COc1ccc(N(CC(=O)NCc2ccc(C)cc2)S(=O)(=O)c2c(C)[nH]c(=O)[nH]c2=O)cc1,4,-7,18,-4,13,2,8,-5,-12,-1,-8
O=C(NCc1ccccc1)c1c[nH]c2ccc(F)cc2c1=O,-3,1,6,-11,-12,-6,-3,0,5,4,-1
O=C(NCc1nc(-c2ccccc2)cs1)c1ccccc1,0,-31,-40,-3,-7,-29,-20,-5,-7,-16,-2
CC(C)NC(=O)Cn1cc(C(=O)COc2ccccc2)c2ccccc21,-1,-6,-1,-4,3,-2,3,-5,-2,0,3
CCN1CCN(C(=O)c2cc3ccc(OC)cc3[nH]2)CC1,-6,-67,-56,-21,-52,-23,1,-11,7,-13,3
CC(=O)N(Cc1cc(=O)[nH]c2ccccc12)c1ccccc1,1,-12,-6,16,13,9,17,-2,-9,-1,6
Cn1c(NCCO)nc2c(c1=O)C1(CCCCC1)Cc1ccccc1-2,4,0,2,-7,-7,7,-17,-8,-3,-1,-1
C=CCn1c(SCC(=O)Nc2c(C)cccc2C)nnc1-c1ccncc1,3,-11,-1,-3,-26,9,13,12,-5,-6,-8
COC(=O)C1=[N+]([O-])OC(C(=O)OC)C1c1c[nH]c2ccccc12 (stereo unspecified),-4,27,18,7,6,5,15,-2,-4,-14,0
CC(=O)Nc1ccc(S(=O)(=O)N(C)CC(=O)Nc2nc3ccccc3[nH]2)cc1,-11,-1,-10,-12,-1,15,4,2,-9,14,-3
CCOC(=O)CC1C(=O)NCCN1c1nc2ccc(C)cn2c(=O)c1/C=C1\SC(=S)N(CC(C)C)C1=O (stereo unspecified),2,-13,/,9,8,/,20,8,2,33,0
COc1ccccc1NC(=O)CON=C(N)CC(=O)NC1CCCCC1,11,17,-10,-8,-16,7,12,13,-5,18,3
COc1ccc(N2CCN(S(=O)(=O)c3ccc(OC)c(C(=O)N4CCCCC4)c3)CC2)cc1,5,5,1,9,-45,4,2,-2,-4,-1,-9
Cc1cc(C)nc(N/N=C/c2c(C)oc3ccccc23)n1,-7,8,13,2,5,-6,-17,-6,0,-2,-2
CC(=O)c1sc(-c2ccccc2)cc1NS(=O)(=O)c1ccc(C)cc1,3,-3,0,7,-10,-16,17,-1,-2,16,-2
O=[N+]([O-])c1ccc(CNC2CCCc3ccccc32)cc1 (stereo unspecified),-11,4,-12,6,3,18,11,7,-9,-8,5
COc1ccc(CN(CC(=O)NCCc2ccccc2)C(=O)CCC(=O)Nc2ccccn2)cc1,-1,12,-24,-2,1,6,17,-1,1,-10,13
O=C(NCC(=O)N1CCOCC1)OCc1ccccc1,-2,-21,-16,-10,-23,2,-6,-17,-3,-3,-2
CC(=O)c1c(O)cc(C(C)C)n(-c2ccccc2)c1=O,-4,8,-2,11,-4,11,0,-4,5,-4,0
Cc1cccc(/N=C/c2c(O)[nH]c3ccccc23)n1,-2,-94,-47,-58,-59,-26,1,3,0,-50,-2
CSc1ccccc1NC(=S)NC1CCCC1,6,-8,2,-12,-18,8,18,2,0,7,4
Cc1ccc(/C=N/NC(=O)Cc2cccn2C)s1,-9,-8,-38,-17,-25,-21,-20,7,-6,-55,9
CC(C)(C)Cc1c(-c2ccc(Cl)cc2)nc2ccc(Br)cn12,-8,-30,-2,-15,-19,-5,-18,-4,1,-45,1

# Reprinted at random: six compounds from above, in no set order.
SMILES,TLR9-MyD88 inh,NR5A2 inv ag,NCOA2 inhibitor,SRC3 inh,NCOA1 inh,NR2F2 inh,TWEAK Fn14 block,NOD2-RIPK2 inh,ABHD5 PLIN5 PPI,TROY NFkB inh,Granule exo inh
O=C(/C=C/c1ccc(Cl)c(Cl)c1)NC1=NCCS1,1,-63,-38,-25,-70,-48,-40,10,4,-30,2
CCOC(=O)CC1C(=O)NCCN1c1nc2ccc(C)cn2c(=O)c1/C=C1\SC(=S)N(CC(C)C)C1=O (stereo unspecified),2,-13,/,9,8,/,20,8,2,33,0
C=CCn1c(SCC(=O)Nc2c(C)cccc2C)nnc1-c1ccncc1,3,-11,-1,-3,-26,9,13,12,-5,-6,-8
Oc1[nH]c2ccccc2c1N=Nc1nc(Nc2ccccc2)nc(N2CCOCC2)n1,1,-1,-14,18,3,-14,32,1,7,17,3
O=C(NNC(=O)C1CCN(S(=O)(=O)c2ccc(Cl)cc2)CC1)c1ccc(S(=O)(=O)N2CCCCC2)cc1,13,-6,-3,2,-2,18,17,0,0,21,-2
Cc1nnc(N2CCN(c3ccccc3)CC2)[nH]c1=O,-16,8,-8,3,-9,9,-2,4,-3,16,1

# Later entries:
SMILES,TLR9-MyD88 inh,NR5A2 inv ag,NCOA2 inhibitor,SRC3 inh,NCOA1 inh,NR2F2 inh,TWEAK Fn14 block,NOD2-RIPK2 inh,ABHD5 PLIN5 PPI,TROY NFkB inh,Granule exo inh
CCOC(=O)C1=C(C)OC(N)=C(C#N)C1c1cc2cc(C)ccc2nc1N1CCCCC1 (stereo unspecified),1,4,-32,-16,-14,-2,-9,-7,-3,-33,2
Cc1ccc(Cc2c(-c3ccc(Cl)cc3)nc3ccc(Cl)cn23)cc1,5,-55,-25,-42,-32,-22,-13,3,-8,-43,1
COC(=O)Cn1ncn2cccc2c1=O,0,-11,-16,1,8,4,-7,-2,2,3,-1
COc1cccc(NC(=O)Nc2ccc3c(c2)CCC3)c1,-10,-121,-61,-38,-36,-27,-28,-1,1,-54,1
COCCn1c(SCC(=O)NC(=O)NC2CCCCC2)nc2ccccc2c1=O,-15,-7,11,19,-5,1,14,-5,-9,19,15
CCCS(=O)(=O)c1c(S(=O)(=O)CCC)c2cnccn2c1C(=O)c1ccc(CC)cc1,4,6,-14,-31,-14,-2,-54,-3,1,-11,-4
CCN(CC)CCC/C(=N\O)C(O)(c1ccccc1)c1ccccc1,-2,7,-7,14,1,-37,-3,5,3,-17,0
COc1ccc(S(=O)(=O)N2CCCCC2c2cc(C(=O)NCc3ccc(F)cc3)no2)cc1 (stereo unspecified),/,24,-3,-36,-4,1,-5,3,0,8,-3
CCn1c(SCC(=O)OC(C)C)nnc1-c1ccccc1OC,1,-9,6,-7,7,-12,14,3,-2,-15,-2
Cc1nn(C)c(C(=O)NNC(=S)Nc2ccc(F)cc2)c1[N+](=O)[O-],-8,0,15,-29,-3,2,0,-8,5,-15,6
COCCN1C[C@@H](CO)O[C@@H](n2cnc3c(NCCO)ncnc32)C1,/,11,-9,-3,-2,13,4,-12,-2,11,-2
O=C(NCc1ccccc1)C1(c2cccc(F)c2)CCCC1,-3,4,11,-2,8,11,-17,3,8,-4,4
CN1CCN(/N=C/c2ccc(OCc3ccccc3)cc2)CC1,-7,-36,-12,-93,-96,-23,13,1,12,3,21
FC(F)(F)Sc1ccc(NC(=S)NCc2ccccc2)cc1,-4,8,16,8,-26,-12,43,1,-12,22,-21
O=C(NCCS(=O)(=O)N1CCN(c2ccccc2F)CC1)c1ccco1,9,-12,7,11,0,9,-7,4,8,-6,-2

# Some of these compounds in order of count of non-hydrogen atoms, descending:
SMILES,TLR9-MyD88 inh,NR5A2 inv ag,NCOA2 inhibitor,SRC3 inh,NCOA1 inh,NR2F2 inh,TWEAK Fn14 block,NOD2-RIPK2 inh,ABHD5 PLIN5 PPI,TROY NFkB inh,Granule exo inh
CCOC(=O)C1=C(C)OC(N)=C(C#N)C1c1cc2cc(C)ccc2nc1N1CCCCC1 (stereo unspecified),1,4,-32,-16,-14,-2,-9,-7,-3,-33,2
COCCn1c(SCC(=O)NC(=O)NC2CCCCC2)nc2ccccc2c1=O,-15,-7,11,19,-5,1,14,-5,-9,19,15
O=C(NCCS(=O)(=O)N1CCN(c2ccccc2F)CC1)c1ccco1,9,-12,7,11,0,9,-7,4,8,-6,-2
Cc1nn(C)c(C(=O)NNC(=S)Nc2ccc(F)cc2)c1[N+](=O)[O-],-8,0,15,-29,-3,2,0,-8,5,-15,6
CCn1c(SCC(=O)OC(C)C)nnc1-c1ccccc1OC,1,-9,6,-7,7,-12,14,3,-2,-15,-2
O=C(NCc1ccccc1)C1(c2cccc(F)c2)CCCC1,-3,4,11,-2,8,11,-17,3,8,-4,4

# (more compounds)
SMILES,TLR9-MyD88 inh,NR5A2 inv ag,NCOA2 inhibitor,SRC3 inh,NCOA1 inh,NR2F2 inh,TWEAK Fn14 block,NOD2-RIPK2 inh,ABHD5 PLIN5 PPI,TROY NFkB inh,Granule exo inh
CC1CCCC(NC(=O)COC(=O)COc2ccccc2Cl)C1C (stereo unspecified),4,2,3,-3,4,16,-5,0,0,3,1
CC(C)(C)S(=O)(=O)N1Cc2cc(=O)n(Cc3ccccc3)c(CCO)c2[C@H]1CCO,-1,-13,-1,6,17,9,-15,-8,8,8,1
COc1ccc(N(CC(=O)NCCSc2ccccn2)S(=O)(=O)c2ccccc2)c(OC)c1,-12,-11,12,-2,-12,-12,20,2,2,-4,65*
CCOC(=O)C1(CCOc2ccccc2)CCN(Cc2cccc3c2OCO3)CC1,-8,14,10,28,11,-4,2,11,6,-9,16
COC(=O)C1Cc2ccccc2CN1S(=O)(=O)c1ccc(F)cc1 (stereo unspecified),-10,-7,6,6,5,-14,-5,-3,-5,6,-6
COc1ccc2c(c1)C1=NN(/C(C)=C/C(C)=O)C(c3cccc(F)c3)C1CC2 (stereo unspecified),6,-11,-17,7,-8,1,-8,-7,-10,-44,3
CC(CN1CCN(C)CC1)OC(=O)c1cccc(Cl)c1 (stereo unspecified),-7,1,-11,-6,-12,11,19,-2,1,10,8
CC1CC(C)CN(C(=O)c2cccc(S(=O)(=O)Nc3cc(C(F)(F)F)ccc3Cl)c2)C1 (stereo unspecified),-2,10,-14,8,-8,0,4,-9,-5,45,0
Cc1ccc(S(=O)(=O)N(C(=O)c2ccncc2)c2ccc(OC(=O)c3ccncc3)cc2)c(C)c1,-12,-7,-2,15,1,8,50*,-1,6,48,0
COc1ccc(NC(=O)CS(=O)c2ccc(Cl)c(Cl)c2)cc1 (stereo unspecified),-6,-8,-4,10,-12,8,-16,0,0,-4,-4
